Screening results (PubChem BioAssay)
ERK EGF inh: blocks ERK signaling stimulated by EGF | AID 1454 | Potency, µM (titrated, usually from 11.5 µM), for the others: top-dose activity change, negative = inhibition, actives largely listed as inhibitors | HEK293-V1b, EGF-stimulated phospho-ERK AlphaScreen | 0.41% of 130,000 active; active means well fitted inhibition curve with a large enough effect; inconclusive means small, poorly fitted or top-dose-only effect, or effect the other way;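 further: plate controls were stimulated vehicle wells for no effect and unstimulated vehicle basal for full effect; nearly all actives have a fitted effect of over 55% in size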
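HEK293 cells stably expressing V1b receptor, serum-reduced (1% FBS) overnight, got compound for 30 min at 37C, then 25 nM EGF for 5 min. Lysate phospho-ERK read by AlphaScreen SureFire; AC50 from Hill fits.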
The depositor's hits bear a star; ? = inconclusive; & = joins results of further samples; [ ] = remark or other dose. Potency means the concentration at half of the fitted maximal effect.

ERK EGF inh	SMILES
4%[57.5 µM]	Cc1cc(N2CCCCC2C)nc(-c2ccccc2O)n1 (stereo not given)
-1%[57.5 µM]	CC(=O)N1N=C(c2c(-c3ccccc3)c3cc(Br)ccc3[nH]c2=O)CC1c1ccco1 (stereo not given)
-3%	Cc1c(CNC(=O)c2c([N+](=O)[O-])cnn2C)cnn1C
30%	COc1ccccc1-c1coc2cc(O)ccc2c1=O
-20%[57.5 µM]	COc1ccc(CCNC(=O)Cc2ccc([N+](=O)[O-])cc2)cc1OC
10%[57.5 µM]	CC(=O)/C=C(\C)N=Nc1c(O)[nH]c2ccccc12
5%	COc1ccc(C(=O)NC(=S)NNC(=O)c2cnccn2)cc1
4%	CC(C)(C)NC(=O)/C(=C/c1ccccc1F)NC(=O)c1ccc([N+](=O)[O-])cc1
-4%[57.5 µM]	Cc1[nH][nH]c(=O)c1N=Nc1ccccc1Cl
2%	COc1cc(NC(=O)c2ccc(C(C)(C)C)cc2)c(OC)cc1NC(=O)CN1CCCCC1
-2%[57.5 µM]	CC(C)OP(=O)(OC(C)C)C(Nc1ccc(C(=O)O)cc1)c1ccccc1 (stereo not given)
-3%	O=C(CC(=O)N/N=C\c1cccc(Cl)c1Cl)NCc1ccccc1
-1%	CC(=O)Nc1sc(C)c(C)c1C(=O)OCC(=O)N(CC(C)C)C1CCS(=O)(=O)C1 (stereo not given)
-6%	COc1ccc(-c2ccc(=O)n(CC(=O)Nc3ccc4c(c3)OCCO4)n2)cc1
4%	N=c1occ(C(=O)c2cc(F)ccc2O)cc1C(=O)NC1CCCCC1
4%	COc1ccccc1NC(c1cccnc1)c1ccc2cccnc2c1O (stereo not given)
-6%	Cc1cccc(OCC(=O)Nc2nnn(C)n2)c1C
?	COc1ccc(Cn2nnc3c(=O)[nH]c(C4CCCN(C(=O)c5ccccc5)C4)nc32)cc1 (stereo not given)
-5%[57.5 µM]	O=C(NNC(=O)c1ccc[nH]1)Nc1cc(Cl)cc(Cl)c1
5%[57.5 µM]	CNC(=O)c1ccccc1NC(=O)c1cccc(S(=O)(=O)N2CCCCC2)c1
?	NS(=O)(=O)c1ccc(N/N=C2/CCCCC2C2CCCCC2)c([N+](=O)[O-])c1 (stereo not given)
4%	O=C(NCCSCc1ccccc1)c1ccc(Cl)c(S(=O)(=O)N2CCOCC2)c1
-4%	C[C@@H]1C=C[C@](Cc2ccccc2)(C(=O)O)N1C(=O)c1ccccc1
-1%	COC(=O)c1cccnc1-n1c(=O)c2cccnc2n(Cc2ccc([N+](=O)[O-])cc2)c1=O
-5%	CC1=NN(C(=O)CSCc2ccccc2)C(O)(c2ccccc2)C1 (stereo not given)
-10%[57.5 µM]	COC(=O)c1scc2c(=O)cc(C(F)(F)F)[nH]c12
-1%	Clc1nc(CN2CCCCC2)nc2sc3c(c12)CCCC3
-20%	CCOC(=O)c1nc2sc3c(c2c(=O)n1C(C)C(=O)OCC)CCCC3 (stereo not given)
2%	Cc1cc(C)c(S(=O)(=O)Cc2ccc(Cl)cc2)c(=O)[nH]1
8%[57.5 µM]	O=C(CSc1nnc(-c2ccco2)o1)c1ccc([N+](=O)[O-])cc1
-4%	O=C(O)CCCn1cc(NC(=O)COc2cc(F)ccc2[N+](=O)[O-])cn1
2%	CC(=O)Nc1ccc(S(=O)(=O)NNC(=O)c2sc(=S)n(C)c2C)cc1
-4%	CN(C)c1nnnn1Cc1ccc(Cl)cc1Cl
-12%	COc1ccc(NC(=S)NCc2cccn2C)cc1
-17%[57.5 µM]	Cn1c(O)c(/C=C2\C=NN=C2c2ccccc2)sc1=S
1%	O=c1nc(N/N=C/c2ccco2)cn[nH]1
1%[57.5 µM]	Cc1nc(/C(N)=N/OC(=O)c2ccc(Cl)cc2)c(C(F)(F)F)o1
2%	CCn1c(-c2nn(C)cc2Cl)n[nH]c1=S
15%	CCCCN(Cc1ccccc1)C(=O)CCN1C(=O)C2C3C=CC(C3)C2C1=O (stereo not given)
-2%	CCCCc1cc(=O)oc2cc(O)ccc12
2%	Cc1cccc(-c2nnc(SCC#N)n2C)c1
27%	CCOC(=O)NC(=O)CSc1nc2ccccc2[nH]1
-3%	Cc1cccc(C)c1NC(=O)COC(=O)C1Cc2ccccc2CN1C(=O)c1ccccc1 (stereo not given)
3%	COC(=O)c1ccc(COC(=O)c2ccc(CO)cc2)o1
2%[57.5 µM]	COCCNC(=S)N/N=C/c1ccc([N+](=O)[O-])cc1
-12%	COCCCNC(=S)Nc1ccc(OC(F)F)cc1C
-3%	COc1cccc(/C=N/NC(=O)c2[nH]c(C)c(C(=O)N/N=C/c3cccc(OC)c3)c2C)c1
17%	CCc1ccc2c(c1)C1(C(=O)N2)N2CCCC2C(C(=O)c2ccc3ccccc3c2)C12C(=O)Nc1ccccc12 (stereo not given)
0%	CCOC(=O)c1c(C)n(C)c2ccc(OC(=O)c3ccc(N4C(=O)CCC4=O)cc3)cc12
0%	Cc1ccccc1-c1nnn(CC(=O)Nc2cccc(S(N)(=O)=O)c2)n1

Next part
ERK EGF inh	SMILES
10%	CC(C)(C)C(=O)Nc1ccccc1C(=O)OCC(=O)c1ccc2c(c1)OCCO2
?	COc1cccc(CCc2ccccc2OCC[C@@H]2C[C@@H](O)CN2C)c1
-9%	Cc1ccc(Cn2nc(C)c(NC(=O)CSc3nc4c(c(C(F)(F)F)n3)CCc3ccccc3-4)c2C)cc1
-3%	CN(C)CCCNC(NC(=O)c1cccs1)C(Cl)(Cl)Cl (stereo not given)
?	Cn1cccc1/C=C1\SC(=S)N(NC(=O)c2ccccc2O)C1=O
-12%[57.5 µM]	O=C(NC1CC1)C1=C[C@H](c2c[nH]c3ccccc23)C[C@H](OCCCCO)O1
-1%	O=C(COC(=O)c1cc([N+](=O)[O-])ccc1NCc1ccccc1)NCc1ccccc1Cl
-5%	N#CCCn1c(=O)c(-c2ccc(F)cc2)nc2cnc(Oc3ccccc3)nc21
-5%	CCOC(=O)c1ccc(NC(=O)NCc2ccccc2)cc1
-1%	O=C(Cc1ccc(Cl)cc1)c1c[nH]c(C(=O)NCc2cccnc2)c1
3%	O=C1c2ccccc2C(Nc2ccc(Cl)cn2)N1c1ccccn1 (stereo not given)
7%	Cc1ccccc1CNS(=O)(=O)c1ccccc1[N+](=O)[O-]
11%	CCCCc1ccc(/C=C2/C(=O)ON=C2c2ccccc2)s1
4%	CCOC(=O)c1cn(-c2ccc([N+](=O)[O-])cc2)c2cc(Cl)c([N+](=O)[O-])cc2c1=O
-5%[57.5 µM]	O=C(O)COCC(=O)N1CCN(C2c3ccccc3-c3ccccc32)CC1
-3%	Cc1ccc(/C=C(\C#N)C(=O)NCC2CCCO2)o1 (stereo not given)
4%	COc1cccc(C(=O)Nc2cc3c(cc2C(C)=O)OCCO3)c1
-5%	CCOC(=O)c1cc(-c2ccc(C)c([N+](=O)[O-])c2)nc2c1c(=O)n(C)c(=O)n2C
10%	CCC(=O)Nc1nc(CC(=O)Nc2ccccc2OC)cs1
8%[57.5 µM]	CC(C)c1ccc(NC(=O)COc2ccc(C3SCCS3)cc2)cc1
-2%	COc1ccc(C(=O)N/N=c2\oc3ccccc3cc2C(=O)NCc2ccccc2)cc1
-13%[57.5 µM]	CSc1nc(N)nc(C(C)C)n1
21%[57.5 µM]	Cn1cc([N+](=O)[O-])c(C(=O)NCc2ccccc2)n1
5%	Cc1ccccc1-n1c(SCC(=O)N(C)C2CCS(=O)(=O)C2)nnc1-c1ccncc1 (stereo not given)
-3%	CCN=C1SC(C(=O)Nc2cccc(Br)c2)CC(=O)N1CC (stereo not given)
-13%	CCC(C)NC(=O)C(=O)NCC1CCCN1CC (stereo not given)
28µM*	CCN(CC)S(=O)(=O)c1ccc(Cl)c(NC(=O)COC(=O)c2ccc(O)cc2)c1
?	CCCCC(=O)N(c1ccc(C(=O)O)cc1)c1nc(-c2ccc(Cl)cc2)c(CC)s1
-3%	Cc1cccc(NC(=O)c2cc([N+](=O)[O-])ccc2Cl)c1O
2%&9%	CN(C)/C=N/c1cc(=O)[nH]c(=O)n1C

Part of the list above in order of molecular weight, largest number first:
ERK EGF inh	SMILES
5%	Cc1ccccc1-n1c(SCC(=O)N(C)C2CCS(=O)(=O)C2)nnc1-c1ccncc1 (stereo not given)
-1%	O=C(COC(=O)c1cc([N+](=O)[O-])ccc1NCc1ccccc1)NCc1ccccc1Cl
?	CCCCC(=O)N(c1ccc(C(=O)O)cc1)c1nc(-c2ccc(Cl)cc2)c(CC)s1
-2%	COc1ccc(C(=O)N/N=c2\oc3ccccc3cc2C(=O)NCc2ccccc2)cc1
-5%	CCOC(=O)c1cc(-c2ccc(C)c([N+](=O)[O-])c2)nc2c1c(=O)n(C)c(=O)n2C
-5%	N#CCCn1c(=O)c(-c2ccc(F)cc2)nc2cnc(Oc3ccccc3)nc21
-3%	CCN=C1SC(C(=O)Nc2cccc(Br)c2)CC(=O)N1CC (stereo not given)
8%[57.5 µM]	CC(C)c1ccc(NC(=O)COc2ccc(C3SCCS3)cc2)cc1
-5%[57.5 µM]	O=C(O)COCC(=O)N1CCN(C2c3ccccc3-c3ccccc32)CC1
-1%	O=C(Cc1ccc(Cl)cc1)c1c[nH]c(C(=O)NCc2cccnc2)c1
3%	O=C1c2ccccc2C(Nc2ccc(Cl)cn2)N1c1ccccn1 (stereo not given)
4%	COc1cccc(C(=O)Nc2cc3c(cc2C(C)=O)OCCO3)c1
10%	CCC(=O)Nc1nc(CC(=O)Nc2ccccc2OC)cs1
11%	CCCCc1ccc(/C=C2/C(=O)ON=C2c2ccccc2)s1
-3%	Cc1cccc(NC(=O)c2cc([N+](=O)[O-])ccc2Cl)c1O
7%	Cc1ccccc1CNS(=O)(=O)c1ccccc1[N+](=O)[O-]
-5%	CCOC(=O)c1ccc(NC(=O)NCc2ccccc2)cc1
21%[57.5 µM]	Cn1cc([N+](=O)[O-])c(C(=O)NCc2ccccc2)n1
-13%	CCC(C)NC(=O)C(=O)NCC1CCCN1CC (stereo not given)
2%&9%	CN(C)/C=N/c1cc(=O)[nH]c(=O)n1C
-13%[57.5 µM]	CSc1nc(N)nc(C(C)C)n1

(continued)
ERK EGF inh	SMILES
-4%[57.5 µM]	Cc1ccc2c(c1)C(=O)CC1(CCCC1)O2
3%	CCOc1ccc(NC(=O)C(CC(=O)O)Cc2ccccc2)cc1 (stereo not given)
4%	C=CCc1cccc(OC)c1OCCOCCn1ccnc1
-6%	c1ccc(CN2CCN(Cc3nnc(-c4ccccc4)o3)CC2)cc1
-8%	COc1ccc(NC(=O)Nc2ccccc2C(N)=O)cc1
-3%[57.5 µM]	CN(C)CCCn1c(N)c(S(=O)(=O)c2ccccc2)c2nc3ccccc3nc21
2%	CCCCn1nc(C(=O)Nc2ccc(S(=O)(=O)Nc3ncccn3)cc2)c2ccccc2c1=O
8%	Cc1c(/C=C/C(=O)c2ccccc2O)cnn1C
-6%[57.5 µM]	O=C(NCc1ccccc1Cl)NC(=O)c1ccccc1
2%[57.5 µM]	O=S(=O)(Nc1nc2ccccc2s1)c1cnc(Cl)c(Br)c1
8%	O=C(Nc1ccccc1)Nc1ccc2snnc2c1
-5%[57.5 µM]	COC(=O)CCC(=O)OC1(C)C(=O)C2=CN(C(CO)CO)C(c3ccc(OC)cc3)=CC2=C(Br)C1=O (stereo not given)
4%[57.5 µM]	O=C(O)c1nccnc1C(=O)Nc1ccccc1-c1ccccc1
-36%	COC(=O)C(C)Sc1ccc2nnc(-c3ccccc3)n2n1 (stereo not given)
-4%	COc1ccc(C(=O)NNC(=O)c2ccc(S(=O)(=O)N3CC(C)OC(C)C3)cc2)cc1 (stereo not given)
?	CCc1cccc(C)c1NC(=S)NCc1ccc2c(c1)cc(C)n2C
8%[57.5 µM]	COc1cc([N+](=O)[O-])ccc1-c1ccc(/C=N/NC(=O)c2ccccc2O)o1
-3%	CCCc1cc2c(-c3ccccc3)cc(=O)oc2cc1OCc1ccc(C(=O)O)o1
-6%	COC(=O)c1ccccc1NC(=O)c1cc([N+](=O)[O-])nn1Cc1ccccc1
0%	COc1cc(/C=C(\C#N)c2ccccn2)ccc1OCC(=O)Nc1ccc(Br)cc1
8%	Cc1cccc(C)c1NC(=S)N(CCCN1CCCCC1)Cc1ccco1
4%	CCOC(=O)CNC(=O)c1ccc2[nH]c3ccccc3c2c1
-2%[57.5 µM]	CC1=CC(=C(C#N)C#N)C=C(C)N1Cc1ccc(Cl)cc1
-10%	Cn1cccc1C(=O)N1CCC[C@@]2(CCN(c3ccccn3)C2)C1
-4%	O=C(NNC(=S)Nc1ccc(Br)cc1Cl)c1ccncc1
3%	Cc1ccc(/C=N/NC(=O)Cc2cccn2C)s1
8%	O=C(CNS(=O)(=O)c1c(Cl)cccc1Cl)OCc1csc(-c2ccccc2)n1
-3%	CCCCOc1ccccc1NC(=O)c1scc2c1OCCO2
0%	COCCCNC(=O)CCCCCNS(=O)(=O)c1ccc(Br)cc1
-9%	CC(C(=O)N1CCOCC1)N1C(=O)C2C3C=CC(C4CC34)C2C1=O (stereo not given)
-3%	Nc1nc(Cl)nc(N(c2ccccc2)c2ccccc2)n1
6%	C/C(=N\Nc1ccccn1)c1ccc(N2CCOCC2)cc1
3%	Cc1cc[n+](-c2nc3ccccc3nc2[N-]S(=O)(=O)c2cccs2)cc1C
-3%	COc1ccc(C(=O)N2CCN(C(=O)Cc3ccccc3)CC2)cc1
-2%	CC(=O)Oc1ccc(C(=O)Cc2ccc3ccccc3n2)c(O)c1C
3%	Cc1ccc(B(O)O)cc1
-5%[57.5 µM]	Cc1ccc(S(=O)(=O)N(C)C)cc1NC(=O)c1cc(=O)[nH]c2ccccc12
-8%	NC(=O)c1ccc(NC(=O)COC(=O)CCC(=O)c2ccc(Cl)cc2)cc1
-5%	COc1ccc(Cl)cc1C(=O)Nc1ccc(NC(=O)C(C)C)cc1
-2%	COc1ccccc1OCCC(=O)OCC(=O)Nc1ccc(S(=O)(=O)N2CCOCC2)cc1

The list is partial; count on the stated rates, not on these rows.
